Screening results as filed in PubChem.
TAAR1 ag – agonists of human TAAR1. CHO RD-HGA16 TAAR1, Fluo-8 calcium fluorescence; vehicle wells 0%, saturating PEA agonist 100%. activation, % at 3 µM. Q96RJ0. 360,000 compounds, 0.99% hits;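 active means activation above the mean activation of all test compounds in the run plus 3 SD, cut at about 38% in these data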
Target sequence (Q96RJ0 whole entry, looked up): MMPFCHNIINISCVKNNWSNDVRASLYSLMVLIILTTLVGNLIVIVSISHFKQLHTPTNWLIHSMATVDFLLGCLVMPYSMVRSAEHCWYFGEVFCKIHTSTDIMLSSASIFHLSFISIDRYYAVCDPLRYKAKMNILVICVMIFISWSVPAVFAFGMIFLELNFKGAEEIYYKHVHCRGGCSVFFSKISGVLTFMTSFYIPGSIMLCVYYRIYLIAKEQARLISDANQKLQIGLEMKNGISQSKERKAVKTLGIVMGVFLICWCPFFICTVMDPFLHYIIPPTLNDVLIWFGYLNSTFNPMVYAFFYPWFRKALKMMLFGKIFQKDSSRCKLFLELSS
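Test system: RD-HGA16 (CHO) cells co-expressing Gα16 and hTAAR1 / Benchmarks: DMSO vehicle as 0%, PEA at EC100 as 100% / Repeats: no replicates (n 1) / Measure: % activation from peak over basal fluorescence ratio, DMSO-to-PEA scaled / Timing: 17-24 h plating, Fluo-8 75 min 37 °C, 30 min RT / Technique: kinetic Fluo-8 calcium fluorescence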
CHRM1 antagonist – blocks human M1 muscarinic receptor; P11229; CHO-K1 hM1, Fluo-8 calcium fluorescence, ACh EC80 antagonist; inhibition, % at 3 µM; 360,000 compounds, 1.3% hits; AID 588852;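 active means percent inhibition above its own plate's cutoff, namely the mean of that plate's compound wells plus 3 SD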;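 further: peak over basal fluorescence ratio during 140 s after agonist addition; 0% = ACh EC80 plus DMSO and 100% = DMSO alone without agonist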
CHO-K1 Ca antag – counter-screen for M1 antagonists: effect in parental CHO-K1 cells | ATP-induced calcium, Fluo-8 fluorescence | inhibition, % at 3 µM | 360,000 compounds, 0.6% hits;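 active means inhibition above a per-plate cutoff, the plate's mean sample inhibition plus 3 SD, cut at about 24% in these data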;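 further: 0% = DMSO plus EC80 ATP and 100% = DMSO alone without ATP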
M1 ag – agonists of human M1 muscarinic receptor. P11229. CHO-K1 hM1, Fluo-8 calcium fluorescence, agonist mode; 0% DMSO, 100% acetylcholine EC100. activation, % at 3 µM. 360,000 compounds, 0.33% hits. AID 588814;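 active means activation above the run's mean compound activation plus 3 SD, cut at about 16% in these data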;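 further: peak over basal fluorescence ratio within a 140 s kinetic read after compound addition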
CHO parental Ca – counter-screen: ATP calcium response change in parental CHO cells. parental CHO-K1, ATP-induced calcium, Fluo-8 fluorescence. inhibition, % at 5.6 µM. 330,000 compounds, 0.63% hits. AID 463079;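 active means inhibition above that plate's mean sample inhibition plus 3 SD, cut at about 26% in these data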;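 further: 0% = ATP-challenged DMSO wells and 100% = DMSO wells without ATP; some compounds past the cut are filed as inactive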
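Material – parental CHO cells · Reagent – ATP stimulus · Compound – single nominal dose of 5.6 µM per compound · Detection – Fluo-8 fluorescence · Read-out basis – percent inhibition of calcium signal · Controls – ATP-challenged DMSO wells low, unchallenged DMSO wells high · Repeats – no replicates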
OXTR potentiate – potentiators of human oxytocin receptor. 320,000 compounds, 0.061% hits. AID 2445. activation, % at 3 µM. P30559. CHO-OTR cells, Fluo-8 calcium fluorescence, potentiator mode; 0% = oxytocin EC15, 100% = EC100;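 active means activation above that plate's cutoff, the mean activation of tested compounds plus 3 SD, cut at about 6.6% in these data, passing the limit was not always enough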;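 further: 100% uses oxytocin at 75 nM as the full agonist control; some results filed as inactive read as strong as hits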
Target sequence (P30559 whole entry, looked up): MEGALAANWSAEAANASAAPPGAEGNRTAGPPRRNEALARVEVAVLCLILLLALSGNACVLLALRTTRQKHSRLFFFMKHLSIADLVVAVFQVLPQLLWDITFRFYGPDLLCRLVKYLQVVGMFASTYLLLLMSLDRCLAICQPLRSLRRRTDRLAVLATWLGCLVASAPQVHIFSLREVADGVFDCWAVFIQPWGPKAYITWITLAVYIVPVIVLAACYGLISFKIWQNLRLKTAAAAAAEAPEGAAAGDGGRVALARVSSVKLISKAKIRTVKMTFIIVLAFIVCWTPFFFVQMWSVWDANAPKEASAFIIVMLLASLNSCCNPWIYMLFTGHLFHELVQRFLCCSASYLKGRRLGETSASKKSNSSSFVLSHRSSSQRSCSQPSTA
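Assay system: CHO-OTR cells, human receptor / Also added: oxytocin at about EC15, sub-maximal agonist stimulus / Dosing: single dose, 3.0 µM nominal final compound concentration / Incubation: 6 min pre-incubation, 100 s read / Technique: Fluo-8 calcium dye fluorescence / Read-out: % activation vs EC15 and EC100 oxytocin / Benchmarks: EC15 oxytocin low, 75 nM oxytocin high / Replicates: singlicate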
M1 ag parental – M1 agonist counterscreen hit in parental CHO-K1 cells; Fluo-8 calcium fluorescence; scaled to maximal ATP response, vehicle zero; activation, % at 3 µM; 360,000 compounds, 0.48% hits; in the data active means activation above about 15%;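 further: untransfected CHO-K1 host cells lacking M1 receptor as counterscreen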
M1 PAM parental – nonselective activator or artifact in parental CHO-K1 calcium assay. activation, % at 3 µM. 360,000 compounds, 0.02% hits. AID 602247. ATP EC20, Fluo-8 calcium fluorescence; 0% at ATP EC20, 100% at ATP max;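 active means activation above the run cutoff, the mean activation of all test compounds plus 3 SD, cut at about 40% in these data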;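 further: peak over basal fluorescence ratio in a 140 s read after ATP addition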
TAAR1 antagonist – antagonists of human TAAR1; Q96RJ0; CHO RD-HGA16 TAAR1, Fluo-8 calcium fluorescence, antagonist; inhibition, % at 3 µM; 360,000 compounds, 1.5% hits; AID 624466;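 active means inhibition above a per-plate cutoff, the mean inhibition of test compounds on that plate plus 3 SD, cut at about 49% in these data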;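 further: 0% = DMSO plus EC80 beta-PEA response and 100% = DMSO alone without agonist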
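Material: CHO RD-HGA16 cells bearing hTAAR1; compound dosing: one-point dosing, 3 µM nominal final; schedule: dye loading 75 min at 37 °C, then 30 min room temperature; measured by: calcium fluorescence with Fluo-8; control set: vehicle and agonist controls; replication: n of 1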
An asterisk follows results filed as active; · = not tested or not shown.

SMILES | TAAR1 ag | CHRM1 antagonist | CHO-K1 Ca antag | M1 ag | CHO parental Ca | OXTR potentiate | M1 ag parental | M1 PAM parental | TAAR1 antagonist
CC(C)(C)NC(=O)NC(=O)CN1CCN(C(c2ccccc2)c2ccccc2)CC1 | 0 | 14 | -15 | -6 | -21 | -9 | 0.0 | 16 | 2
COc1ccc(S(=O)(=O)NCC2CCC(C(=O)NCC(OC)OC)CC2)cc1 (stereo not given) | 3 | -9 | -22 | -4 | -8 | -19 | 1.2 | 0 | -5
O=C(OCc1nc2ccccc2s1)c1ccc(Br)o1 | 2 | -3 | -3 | -11 | -15 | -2 | 0.2 | 17 | -1
Cc1ccc2ncccc2c1NC(=S)NC(=O)c1ccccc1 | 0 | -2 | -8 | -3 | -8 | 2 | 1.4 | 7 | -50
CCN(CC)c1ccc(/C=N/Nc2nn[nH]n2)cc1 | 1 | -14 | -6 | -3 | 3 | -3 | 0.0 | -13 | -26
CC(C)c1ccc(S(=O)(=O)N2CCC3(CC2)OCCO3)cc1 | -2 | -3 | -4 | 0 | -5 | -4 | 1.6 | 10 | 7
Cc1ccc(CC(=O)NCCS(=O)c2ccc(C)cc2)cc1 (stereo not given) | 9 | -4 | 0 | -5 | -2 | -5 | -0.3 | 0 | 0
CNc1nc(Nc2ccc(C(=O)OC)cc2)c2sccc2n1 | · | -22 | -8 | -6 | · | · | 1.9 | 12 | ·
O=C(Nc1ccc(C(=O)O)cc1)Nc1cccc2ccccc12 | 0 | -14 | -2 | -2 | -3 | -5 | 0.2 | -4 | -22
O=C(Cn1cnc2ccccc2c1=O)NCCC(=O)N1CCN(c2ccccc2)CC1 | 3 | 3 | -5 | 0 | -13 | -6 | 0.6 | 13 | 7
Cc1cc(C)nc(SCC(=O)N/N=C/c2cccc([N+](=O)[O-])c2)n1 | 1 | -14 | -11 | -5 | -10 | -4 | 0.1 | 23 | -18
Cc1ccc(S(=O)(=O)N(CCCO)Cc2cc3c(C)ccc(C)c3[nH]c2=O)cc1 | 7 | 12 | 4 | -5 | -31 | -9 | 1.9 | 13 | -2

Reformatted as tab-separated lines: part of the list above
smiles	TAAR1 ag	CHRM1 antagonist	CHO-K1 Ca antag	M1 ag	CHO parental Ca	OXTR potentiate	M1 ag parental	M1 PAM parental	TAAR1 antagonist
CC(C)(C)NC(=O)NC(=O)CN1CCN(C(c2ccccc2)c2ccccc2)CC1	0	14	-15	-6	-21	-9	0.0	16	2
O=C(OCc1nc2ccccc2s1)c1ccc(Br)o1	2	-3	-3	-11	-15	-2	0.2	17	-1

Going on with the list:
SMILES | TAAR1 ag | CHRM1 antagonist | CHO-K1 Ca antag | M1 ag | CHO parental Ca | OXTR potentiate | M1 ag parental | M1 PAM parental | TAAR1 antagonist
O=C(COc1ccc(-c2nnco2)cc1)Nc1c(F)cccc1F | 1 | -4 | 6 | -3 | 16 | -2 | 2.5 | 7 | 6
COC(=O)c1cc(CSc2nc3ccccc3[nH]2)oc1C | 5 | 5 | -1 | 1 | 0 | -18 | 8.4 | 5 | -1
CC(=O)N(Cc1cccnc1)c1cccc(-c2nc3ccccc3s2)c1 | 4 | 3 | 9 | -1 | 16 | -11 | 11 | -8 | -5
Cc1ccc(/C=N/NC(=O)c2nnn(-c3nonc3N)c2CN(C)C2CCCCC2)cc1 | 2 | -14 | 0 | 4 | -8 | -5 | 0.5 | 15 | -17
Cc1c(C(=O)N2CCCC2)c(S(=O)(=O)Nc2ccccc2Cl)c(C)n1C | 0 | -16 | -11 | -1 | -7 | -5 | 1.2 | 20 | 17
CCSc1nnc(-c2ccc(Cl)cc2Cl)o1 | 6 | -13 | -10 | -6 | -21 | 3 | -0.5 | 18 | 9
COc1ccc(-n2c(=O)cc(N3CC(C)OC(C)C3)[nH]c2=O)cc1 (stereo not given) | 14 | -6 | -22 | 1 | 1 | -2 | 2.3 | 22 | -8
O=C1c2ccccc2-c2nnc(-c3ccccc3)cc21 | 5 | -6 | -13 | -5 | -22 | -8 | 0.6 | 15 | 11
CCCn1c(SCC(=O)Nc2ccccc2N2CCOCC2)nc2c1c(=O)n(C)c(=O)n2C | 3 | -9 | -11 | -2 | -1 | -6 | 0.3 | 17 | 6
O=C(NCCC1=CCCCC1)c1cc(-c2ccncc2)nc2ccccc12 | 0 | -6 | -11 | -2 | -23 | -7 | 0.2 | 19 | -23
O=C(CSc1n[nH]c(-c2cccs2)n1)N1CCN(S(=O)(=O)c2ccccc2)CC1 | 7 | 1 | -6 | -5 | -20 | -1 | 0.8 | 7 | -15
O=C(CN1CCN(c2ccccc2)CC1)Nc1scc2c1c(=O)oc1ccccc12 | 7 | -9 | -11 | -3 | -1 | -3 | 1.7 | 23 | -6
Cc1ccc(OCC(=O)NNC(=S)NC(=O)C2CC2)c(C)c1 | 49* | 0 | 2 | 1 | · | · | 5.1 | -17 | 14
O/C(=C\c1ccc2ccccc2n1)c1ccncc1 | 18 | -2 | -7 | -7 | -12 | 0 | 0.4 | 3 | 2
COc1ccc(CCNC(=O)c2cc(-c3cccs3)on2)cc1OC | · | 1 | -15 | 0 | 1 | -11 | 9.8 | 15 | ·
O=C(c1ccccc1)N1CCC(=O)N(C(CO)Cc2ccccc2)CC1 (stereo not given) | 5 | -3 | -6 | 1 | -15 | -12 | 0.0 | 6 | 14
COC(=O)CC1C(=O)NCCN1C(=O)c1ccc(S(=O)(=O)N2CCOCC2)cc1 (stereo not given) | 1 | -7 | -5 | -6 | -2 | 2 | 0.4 | 4 | -10
O=C(C1=NN(c2ccccc2)C(=O)CC1)N1CCc2ccccc2C1 | 7 | -2 | 4 | -2 | -24 | -4 | 2.9 | -23 | -53
O=c1[nH]cnc2c1C(c1ccccc1[N+](=O)[O-])c1c(nc[nH]c1=O)O2 | 4 | -7 | 0 | -6 | -4 | 2 | 0.1 | 10 | -1
NC(=O)COC(=O)CCCSc1nc2ccccc2s1 | 0 | -4 | -20 | -3 | 2 | 4 | 0.2 | -6 | -2
COCCn1c(SC(C)C(=O)Nc2ccc(Cl)cn2)nnc1-c1ccncc1 (stereo not given) | 1 | -9 | -23 | -6 | -1 | -3 | 1.2 | 23 | -2
CCN1C(=O)/C(=C2\SC(=S)N(c3c(C)n(C)n(-c4ccccc4)c3=O)C2=O)c2ccccc21 | 4 | 19 | 11 | -7 | -13 | -4 | 0.4 | -11 | -10
FC(F)(F)c1cccc(NC(=S)NCCN2CCOCC2)c1 | 1 | 3 | 21 | -5 | -9 | -3 | 0.0 | -11 | 13
CS(=O)(=O)c1ccc(Cl)c(NC(=O)COC(=O)c2cccc(S(=O)(=O)N3CCCCC3)c2)c1 | 2 | -5 | -6 | -3 | -15 | -2 | 4.2 | 9 | -7
Cc1ccc(-n2nc3c(=O)n(CC(=O)c4ccc(F)cc4)nc(C)c3c2C)cc1 | 3 | 3 | 17 | -5 | -23 | -9 | -0.4 | -11 | 2
COc1cc(O)cc2occ(-c3ccc(O)cc3)c(=O)c12 | 1 | 0 | -2 | -2 | -1 | -5 | 0.4 | 13 | -12
Nc1ccccc1/C=N\N=C/c1ccccc1N | 5 | -8 | -11 | 1 | -11 | -11 | 0.0 | 15 | 19
O=C(COc1ccc(Cl)cc1)NCc1cn2cc(Cl)ccc2n1 | -2 | -19 | -16 | -2 | -11 | -15 | 0.4 | 17 | -18
CS(=O)(=O)N(CC(=O)N/N=C/c1cc2c(cc1Br)OCO2)c1ccccc1Br | 8 | 6 | 6 | -2 | 9 | -12 | 1.1 | -1 | 19
COc1ccccc1Nc1nc(N)nc(CN2CC(C)CC(C)C2)n1 (stereo not given) | 0 | 1 | 7 | -3 | -8 | -13 | -0.2 | -3 | -1
COc1cccc(CNC(=S)Nc2ccc3c(c2)c(=O)n(C)n3Cc2ccccc2)c1 | 1 | -11 | -9 | -5 | · | · | 1.5 | 3 | 3
CN(CC(=O)Nc1ccccc1Cl)C(=O)CN1C(=O)C2CC=CCC2C1=O (stereo not given) | 7 | -11 | -3 | -1 | -4 | -2 | 0.4 | 5 | -4
CNc1nc(C)nc(-c2ccccc2O)n1 | 0 | -13 | -8 | -3 | -5 | -1 | 3.1 | 20 | -6
Cc1ccc(C(O)c2ncc(-c3cccc(C(F)(F)F)c3)[nH]2)cc1 (stereo not given) | 5 | -9 | -8 | -2 | · | · | 3.8 | 13 | -22
O=C(NN=Cc1ccc2c(c1)CCC2)c1cccc([N+](=O)[O-])c1 | 3 | -13 | -14 | -3 | · | · | 0.5 | 11 | 2
O=S(=O)(c1cccc2nonc12)N1CCN(c2ccc(F)cc2)CC1 | 21 | 13 | -6 | 0 | -13 | -22 | -0.2 | 12 | 9
c1ccc(-c2onc(-c3ccco3)c2-c2ccc3[nH]ccc3c2)cc1 | 4 | -5 | -21 | -10 | -9 | -12 | 0.7 | 11 | 44
COc1ccccc1C1C(C(=O)c2cc3ccccc3o2)=C(O)C(=O)N1CCN1CCOCC1 (stereo not given) | 6 | -2 | -4 | -3 | 7 | -17 | 0.3 | 7 | -16
COc1ccc(C(=NNc2ccccc2C(=O)O)c2ccc(OC)cc2)cc1 | -1 | 2 | 7 | -5 | -1 | -2 | -1.1 | -2 | 10
CC(C)COc1ccc(CNC(=S)N/N=C/c2ccc([N+](=O)[O-])cc2)cc1 | 0 | 6 | 3 | -2 | -26 | -6 | -0.3 | 3 | -15
O=c1c2cc(N3CCOCC3)ccc2[nH]c(=S)n1CCCN1CCCC1 | 0 | -5 | 0 | -6 | 6 | -2 | -0.3 | 8 | 3
OC(c1ccc(-c2ccccc2)cc1)c1ncc(-c2ccccc2F)[nH]1 (stereo not given) | 2 | -15 | -10 | -3 | · | · | 1.1 | 19 | -11
Nc1c(CNCc2nnn(Cc3ccccc3)c2N)nnn1Cc1ccccc1 | 0 | -14 | 2 | -9 | · | · | 0.5 | 9 | -9
CCSCCOC(=O)C1=C(C)N(C)C(=O)NC1c1cc(OC)ccc1OC (stereo not given) | -1 | 1 | -3 | -3 | -13 | 1 | -0.2 | 9 | -22
Cc1ccc(NC(=S)NCc2ccc3[nH]c4c(c3c2)CCCC4)cc1 | 0 | -19 | -6 | -4 | 2 | -9 | 0.4 | -7 | 3
COc1ccc(CCN2C(=O)C(O)=C(C(=O)c3ccco3)C2c2cccs2)cc1OC (stereo not given) | 3 | -20 | 18 | -2 | -5 | -13 | 0.2 | -6 | -8
